CCT modulator = High-Throughput Screening for Modulators of Cytosolic Chaperonin Activity. purified chaperonin ATPase assay, HTRF ADP detection, 30 min. activity change, % (test concentration not listed), hits read low. 360,000 compounds, 0.3% hits. AID 651819, 2012; in the data active means activity change below about -30%; further: on the % scale 0 is the no-effect control and ±100 the full control effect
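Enzyme 40 or 20 nM (batch-dependent) in Tris pH 7.4/KCl/MgCl2/DTT; cpd 76 uM single point; ATP 10 uM; 30 min 37 °C; Transcreener ADP HTRF detection, 30 min RT; ratio 665/615.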
Akt phos inh = HTS Assay for Inhibitors of Akt Phophorylation: Primary Screen | Neuro2A IGF-stimulated pAkt S473 HTRF, 20 min; hits give low values | activity change, % for hits at 50 µM | 360,000 compounds, 0.32% hits | AID 651550, 2012; in the data active means activity change below about -80%; inconclusive means mostly about -51% to -80%; further: on the % scale 0 is the no-effect control and ±100 the full control effect
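Neuro2A cells in DMEM with 0.5% FBS, overnight at 37 deg C, given compound at single 50 µM final, then IGF (6 nM final) for 20 min at 37 deg C. Lysed; phospho-Akt Ser473 by HTRF after 24 h, 665/615 ratio.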
Nrf2 activator = qHTS of Nrf2 Activators; Potency, µM (doses to about 46.1 µM), inactives show at the highest dose activation, actives largely listed as activators; AID 624171, 2012; 410,000 compounds, 0.31% hits; AREc32 ARE-luciferase reporter (MCF7-derived line), luminescence, 24 h; further: potency means the concentration at half of the fitted maximal effect; % of control where 0% means no effect; nearly all actives have a fitted effect of over 65% in size
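AREc32 cells carrying an ARE-driven firefly luciferase reporter were seeded at 1000 cells/well in OPTI-MEM with 5% FBS, then exposed to compound for 24 hr at 37 deg C. Luminescence was read with Steady-Glo after 30 min at RT.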
EPAC2 antag = qHTS for Antagonist of cAMP-regulated guanine nucleotide exchange factor 2 (EPAC2): primary screen; Potency, µM (doses to about 114 µM), for the others: at the top dose activity, negative = inhibition, hits mostly inhibitors; 360,000 compounds, 0.18% hits; Rap guanine nucleotide exchange factor 4 (Homo sapiens), Q8WZA2; EPAC2 GEF exchange of Rap1B-BODIPY-GDP, fluorescence; further: potency means the concentration at half of the fitted maximal effect; on the % scale 0 is the no-effect control and ±100 the full control effect; nearly all actives have a fitted effect of over 45% in size; many of its hits are not listed in these tables
Target sequence (Q8WZA2 whole entry, looked up): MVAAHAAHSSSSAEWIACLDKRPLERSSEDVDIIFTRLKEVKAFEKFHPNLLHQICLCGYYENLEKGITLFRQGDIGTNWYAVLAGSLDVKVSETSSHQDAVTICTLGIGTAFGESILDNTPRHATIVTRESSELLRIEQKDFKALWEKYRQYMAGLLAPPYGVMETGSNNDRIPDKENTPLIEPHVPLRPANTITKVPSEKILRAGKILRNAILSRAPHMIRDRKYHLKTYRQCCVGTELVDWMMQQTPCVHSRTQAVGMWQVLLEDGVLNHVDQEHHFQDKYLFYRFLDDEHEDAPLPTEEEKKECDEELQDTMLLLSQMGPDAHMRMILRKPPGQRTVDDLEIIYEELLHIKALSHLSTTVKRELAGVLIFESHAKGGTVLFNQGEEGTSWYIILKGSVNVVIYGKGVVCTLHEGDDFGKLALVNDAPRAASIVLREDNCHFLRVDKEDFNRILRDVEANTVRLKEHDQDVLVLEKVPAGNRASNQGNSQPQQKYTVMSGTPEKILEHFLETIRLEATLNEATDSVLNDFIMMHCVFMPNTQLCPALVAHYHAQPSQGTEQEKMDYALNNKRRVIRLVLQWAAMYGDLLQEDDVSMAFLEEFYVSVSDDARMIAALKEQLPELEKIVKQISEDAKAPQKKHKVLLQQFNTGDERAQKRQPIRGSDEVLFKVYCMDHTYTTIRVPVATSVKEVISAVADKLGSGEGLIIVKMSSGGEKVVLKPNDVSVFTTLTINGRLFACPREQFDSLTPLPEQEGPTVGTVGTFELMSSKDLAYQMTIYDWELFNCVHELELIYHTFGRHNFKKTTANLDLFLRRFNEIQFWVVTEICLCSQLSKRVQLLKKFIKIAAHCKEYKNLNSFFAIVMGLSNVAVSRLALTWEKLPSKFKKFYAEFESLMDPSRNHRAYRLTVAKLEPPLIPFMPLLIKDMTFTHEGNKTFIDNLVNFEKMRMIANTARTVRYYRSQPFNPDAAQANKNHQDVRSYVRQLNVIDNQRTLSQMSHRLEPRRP
Nrf2 inh = Nrf2 qHTS screen for inhibitors; Potency, µM (titrated, usually from 46 µM), for inactives: top-dose activity change, negative = inhibition, actives largely listed as inhibitors; 360,000 compounds, 2.1% hits; A549 ARE-Fluc reporter, luciferase luminescence, 18-24 h; further: potency means the concentration at half of the fitted maximal effect; on the % scale 0 is the no-effect control and ±100 the full control effect; nearly all actives have a fitted effect of over 60% in size
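Quantitative HTS in A549 cells stably bearing an antioxidant response element-firefly luciferase construct. Inhibition of Nrf2-driven transcription was scored by luminescence after 18-24 h of compound exposure at 37 °C.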
A549 viability = Nrf2 qHTS screen for inhibitors: counterscreen for cytotoxicity. 390,000 compounds, 0.16% hits. A549 ARE-Fluc cells, CellTiter-Fluor viability, 18-24 h. AID 504648, 2011. Potency, µM (top dose mostly 46 µM), without a hit: at the highest dose activity change, negative = cytotoxicity, usual class: inhibitors; further: potency means the concentration at half of the fitted maximal effect; on the % scale 0 is the no-effect control and ±100 the full control effect
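Cytotoxicity counterscreen: CellTiter-Fluor fluorescence was measured in A549 ARE_Fluc cells after 18-24 h of compound exposure in a concentration series. The subsequent BugLite luminescent read reports ARE-luciferase activity.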
TGFb SMAD3 inh = qHTS for Inhibitors of TGF-b; HepG2 CAGA-GFP TGF-b/SMAD3 reporter, GFP fluorescence, 18 h; TGF-beta stimulated, 500 pg/mL final; Potency, µM (top dose mostly 46.1 µM), for the others: at the highest dose activity, negative = inhibition, most hits filed as inhibitors; 410,000 compounds, 1.2% hits; AID 588855, 2011; further: potency means the concentration at half of the fitted maximal effect; on the % scale 0 is the no-effect control and ±100 the full control effect; nearly all actives have a fitted effect of over 65% in size
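Inhibition of TGF-beta-driven CAGA-GFP reporter expression in HEPG2 cells is measured by cellular GFP fluorescence after 18 h stimulation with 500 pg/mL recombinant TGF-beta in 1% FBS medium at 37 degrees C.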
EPAC2 ag = qHTS for Agonist of cAMP-regulated guanine nucleotide exchange factor 4 (EPAC2): primary screen. EPAC2 activation, biochemical qHTS; response scale: 100% = 6.5 mM cAMP response. AID 720711, 2013. Potency, µM (doses to about 154 µM), without a hit: top-dose activation, hits mostly activators. Rap guanine nucleotide exchange factor 4 (Homo sapiens), Q8WZA2. 360,000 compounds, 0.079% hits; further: potency means the concentration at half of the fitted maximal effect; nearly all actives have a fitted effect of over 50% in size
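Compounds were added across a concentration range to EPAC2 (100 nM), RAP1B-BODIPY-GDP (250 nM) and GDP (50 uM). After 5 min at room temperature, fluorescence was recorded at 5-min intervals for 30 min.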
Mm-Cpn inhibitor = Inhibitors of TCP-1 ring complex (TRiC) of Methanococcus maripaludis (MmCpn): qHTS. Chaperonin Mm-Cpn (Methanococcus maripaludis). purified Mm-Cpn ATPase, ADP Transcreener TR-FRET. Potency, µM (top dose mostly 76.9 µM), for inactives: at the highest dose activity, negative = inhibition, actives largely listed as inhibitors. 330,000 compounds, 0.031% hits; further: potency means the concentration at half of the fitted maximal effect; on the % scale 0 is the no-effect control and ±100 the full control effect; nearly all actives have a fitted effect of over 80% in size
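ATPase read-out: TR-FRET ADP immunoassay (anti-ADP Eu cryptate vs ADP-d2), ex 320 nm, em 590/665 nm; signal drops as ADP forms. Enzyme 25 nM, ATP 10 uM, 30 min at 37°C after 10 min compound preincubation.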
* hit, by the source's call; i = inactive; u = inconclusive; x = no result given; & = joins results of further samples; [ ] = remark or other dose. Unless noted, the call rests on the fitted dose curve; in most records, active means well fitted curve in the direction sought with a large enough effect; inconclusive means small, poorly fitted or top-dose-only effect, or another doubt; inactive means no such curve, though single readings can be large; an effect the other way counts as inactive or inconclusive. Only part of the results is shown. The share of hits here may be higher or lower than overall.

SMILES	CCT modulator	Akt phos inh	Nrf2 activator	EPAC2 antag	Nrf2 inh	A549 viability	TGFb SMAD3 inh	EPAC2 ag	Mm-Cpn inhibitor
CCOC(=O)C1CCN(S(=O)(=O)c2ccc3[nH]c(=O)ccc3c2)CC1	-2.2	i	0.8%	-2%	15%	-2%	-15%	5%	0%
O=c1cc(-c2ccc(O)cc2)oc2c(-c3c(O)cc(O)c4c(=O)cc(-c5ccc(O)cc5)oc34)c(O)cc(O)c12	-1.1	i	0.1%	7%	-3%	-2%	-11%	5%	1%
Nc1cc2[nH]c(=O)c3ccccc3c2cc1Br	-0.1	i	u	9%	u	-2%	0.32µM*	0%	x
CCOc1ccc(C)cc1S(=O)(=O)n1ccc(C)n1	-2.9	i	0.1%	2%	x	6%	16%	1%	-1%
CCOCCc1nn2c(=O)cc(COC(=O)CNC(=O)c3ccc(C(C)(C)C)cc3)nc2s1	x	x	7.9%	x	17%	16%	-32%	x	x
CCN(CC)C(=O)COn1c(SCC(=O)N(CC)CC)nc2ccccc2c1=O	-0.9	i	0.4%	-2%	10%	-14%	2%	-1%	1%
O=C(NCc1nnnn1-c1ccc(F)c(F)c1)C(=O)c1c[nH]c2ccccc12	0.0	i	-0.1%	-5%	-9%	-1%	0%	-3%	3%
CCNC(=S)NCc1ccc2c(c1)OCO2	0.1	i	-1.0%	8%	10%	-2%	-14%	2%	-2%
CC(=O)N(Cc1ccccc1C)c1cccc(C)c1C	1.1	i	0.1%	-21%	-2%	-2%	0%	4%	0%
CCN(CC)CCCN(CC(=O)N(C)Cc1ccccc1)C(=O)c1ccc([N+](=O)[O-])cc1	-0.7	i	-0.5%	4%	4%	-2%	-4%	1%	0%
CCC(=O)Nc1nc(C)c(-c2csc(Nc3ccc(C(=O)O)cc3)n2)s1	-2.6	i	-0.9%	-1%	16%	-1%	12%	2%	-8%
O=C(C[C@@H]1C[C@H]2c3cc(NC(=O)c4cccnc4)ccc3O[C@H]2[C@H](CO)O1)NCc1ccc(Oc2ccccc2)cc1	-2.3	i	-1.0%	-11%	x	x	u	7%	x
Cc1c(C(=O)N2CCCC2(C)C(=O)NCC(C)C)oc2ccccc12 (stereo not drawn)	-0.4	i	-1.4%	-2%	x	x	5%	5%	x
O=C(CCCN1CCC(O)(c2ccc(Br)cc2)CC1)c1ccc(F)cc1	0.0	i	11%	0%	u	-11%	-35%	1%	0%
O=C(Cn1c(=O)oc2cccnc21)Nc1ccccc1Oc1ccc(Cl)cc1Cl	-0.3	i	-0.5%	-11%	u	-6%	2%	0%	u
COc1ccc(CC(NC(C)=O)C(=O)N2CCN(C(=O)N(C(C)C)C(C)C)CC2)cc1 (stereo not drawn)	-1.5	i	0.2%	6%	4%	-6%	5%	2%	-1%
CCSc1nc2c([nH]1)c(=O)n(C)c(=S)n2C	-1.4	i	-0.7%	-5%	-10%	2%	1%	5%	x
CCOC(=O)C1CCN(C(=O)CCNS(=O)(=O)c2ccc(C)cc2)CC1	-3.0	i	-0.8%	1%	8%	-1%	-16%	-2%	2%
CCc1ccc(CNC(=O)c2nn(C)c3c2CS(=O)(=O)c2ccccc2-3)cc1	-3.0	i	-0.7%	-11%	-28%	1%	-19%	17%	-1%
CCOc1ccc(C(=O)N2CCCC(c3nc(-c4ccc(C)o4)no3)C2)cc1 (stereo not drawn)	-1.0	i	-0.7%	2%	u	-2%	15%	11%	-2%
CC(C)(C)c1ccc(C(=O)NC(=S)NNC(=O)c2cccs2)cc1	2.6	i	3.3%	-7%	u	-17%	-22%	-11%	1%
Cc1ccc(S(=O)(=O)N2C[C@H]3[C@H]4C(=O)N(c5ccccc5)C(=O)[C@H]4CC(=O)[C@H]3[C@@H]2c2ccccc2)cc1	-0.7	i	0.4%	6%	x	x	-6%	4%	x
Cc1cc(C)c(NC(=O)CSc2nnc(SCC(=O)Nc3c(C)cc(C)cc3C)n2N)c(C)c1	-0.7	i	-0.1%	1%	-5%	0%	-13%	-8%	1%
COc1ccc(NC(=O)CNS(=O)(=O)c2ccc3nc(C)sc3c2)c(OC)c1	-1.0	i	-0.2%	1%[57.1 µM]	1%	-8%	-3%	-8%	1%
CCOc1cccc(/C=N/NC(=O)c2cccnc2)c1O	0.7	i	0.6%	-7%	u	5%	u	6%	-1%
COc1cccc(NC(=O)CN(C)CC(=O)Nc2ccc3c(c2)OCO3)c1	0.8	i	-0.1%	1%	0%	1%	18%	2%	-1%
Cn1ncc2c(Nc3cccc4ccccc34)ncnc21	-0.9	i	6.8%	-3%	-5%	-4%	-5%	-6%	0%
COc1cc(NC(=O)Cn2c(SCc3ccc(F)cc3)nc3cccnc32)cc(OC)c1	x	x	5.4%	x	6%	3%	-3%	x	x
CC(C)N(Cc1ccccc1)C(=O)COc1ccccc1	3.5	i	-0.6%	-2%	6%	6%	1%	-4%	1%
Cc1cc2c(n1-c1ccc(C(=O)NCC(C)c3ccccc3)cc1)CCCC2 (stereo not drawn)	x	x	u	x	14%	8%	u	x	x
COc1ccc(S(=O)(=O)NCc2ccc(C(=O)O)cc2)cc1	-1.8	i	-0.8%	16%	5%	5%	19%	6%	-3%
Cc1ccc(NC(=S)N(Cc2ccco2)C2CCN(C(C)C)CC2)cc1	1.0	i	2.6%	5%	6%	-3%	0%	-7%	0%
O=C(NC1CCCCC1)c1ccc(S(=O)(=O)NCc2cccnc2)cc1	-0.3	i	-0.2%	-4%	-15%	-2%	-9%	3%	-1%
COc1ccc(OC)c(NC(=O)C23CCC(C)(C(=O)O2)C3(C)C)c1 (stereo not drawn)	2.0	i	-0.2%	14%	x	11%	22%	0%	1%
COc1cc(C)c(S(=O)(=O)n2ccc(C)n2)cc1C	-4.5	i	-0.4%	-17%	-7%	-3%	-18%	7%	-1%
O=C(c1ccc(F)cc1)N(Cc1ccco1)C1CCS(=O)(=O)C1 (stereo not drawn)	-2.6	i	-0.6%	18%	4%	-1%	5%	16%	3%
Cc1ccc(C(C(=O)NC2CCCC2)N(Cc2ccccc2)C(=O)c2csnn2)o1 (stereo not drawn)	-0.2	i	0.1%	-4%	-10%	2%	2%	14%	1%
CCCc1ccc2oc(C(=O)NCCN3CCCC(O)C3)c(C)c2c1 (stereo not drawn)	-2.6	i	3.9%	0%	u	8%	4%	5%	2%
CCOC(=O)c1[nH]c(C)c(C(=O)OCC(=O)NCc2ccc(OC)cc2)c1C	-2.2	i	-0.4%	0%	-18%	-2%	6%	-1%	1%
O=C(O)CSCC(=O)N1CCCCC1	2.4	i	-0.7%	22%	5%	1%	-11%	1%	-9%
S=C(NC1CC1)SCc1ccco1	-2.1	i	-0.3%	-16%	2%	-5%	-25%	7%	1%
Cc1cc(C)nc(NC(=O)C2c3ccccc3Oc3ccccc32)n1	0.1	i	-0.1%	9%	2%	-6%	8%	0%	2%
Cc1cccc(-n2c(O)c(C=Nc3ccc(O)cc3)c3ccccc3c2=O)n1	0.1	i	0.7%	-15%	-14%	u	8%	17%	0%
CC(C)C[C@@H](CSc1ccccc1)N1CCN(CC(C)C)CCC1=O	-1.5	i	4.0%	1%	u	-8%	-3%&-18%	-4%	0%
CC1CN(C(=O)CCS(=O)(=O)c2ccccc2)CC(C)O1 (stereo not drawn)	0.3	i	-2.0%	0%	21%	0%	-4%	8%	1%
CC(=O)Nc1ccc(C2=NNC(=Nc3cccc(S(=O)(=O)N(C)C)c3)SC2)cc1	2.7	i	13%	-2%[57.1 µM]	u	-3%	10µM*	-17%	-4%
CC(C)CC(=O)c1c[nH]c(C(=O)N2CCN(Cc3ccccc3)CC2)c1	2.7	i	0.2%	4%	9%	-3%	9%	5%	1%
Cc1ccc(C2(c3ccccc3)NC(=O)N(CC(=O)N(C)C3CCS(=O)(=O)C3)C2=O)cc1C (stereo not drawn)	1.2	i	0.0%	1%	-3%	5%	0%	8%	1%
CCOc1ccc(-n2c(CCc3ccccc3)n[nH]c2=S)cc1	-4.8	i	-0.3%	-3%	2%	1%	-15%	9%	1%
NC(=O)c1ccccc1NS(=O)(=O)c1ccc2c(c1)OCCO2	1.9	x	-0.2%	14%	4%	16%	7%	3%	3%
CCOc1cc(C(=O)N/N=C/c2ccoc2)cc(OCC)c1OCC	-1.0	i	0.1%	-8%	1%	0%	-22%	8%	-6%
Cc1ccccc1SCC(=O)NCC1(N2CCCCC2)CCCCC1	-0.4	i	-1.1%	-2%	x	x	0%	-1%	x

Screening data: PubChem BioAssay, National Center for Advancing Translational Sciences (NCATS)
